# High-throughput results as filed in PubChem BioAssay.
# BCR signal inh – chronic active BCR signaling inhibition; ABC-DLBCL IkBa-CBG/CBR reporter, luminescence ratio, 4 h; Potency, µM (doses to about 46.1 µM), for the others: top-dose ratio change, negative = lower green/red ratio, actives largely listed as inhibitors; 340,000 compounds, 0.05% hits; AID 493014; active = well fitted inhibition curve with a large enough effect in the signal ratio, with a control signal flat, not every such curve was filed as active; inconclusive = small, poorly fitted or top-dose-only effect, or effect the other way, or a change in a side signal; the % refers to the signal ratio;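 note: potency is the fitted concentration of half-maximal effect; plate controls were basal doxycycline-induced cells for no effect and cells given 10 µM MG132 for full effect; MG132 reads +100%, hits lower the ratio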
#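 Cell line TMD8 (human ABC DLBCL), stably expressing tet-inducible CBG68-IkBa fusion and CBR; IMDM/0.5% FBS; cpd up to 46 uM; dox induction, 4 h, 37C/5% CO2; dual luminescence; green/red ratio; MG132 control.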
# uPA surface inh – inhibitors of cell surface uPA generation; cell surface uPA generation assay, qHTS; Potency, µM (top dose mostly 38.3 µM), for inactives: at the highest dose activity change, negative = inhibition, most hits filed as inhibitors; 330,000 compounds, 0.31% hits; AID 540303; active = well fitted inhibition curve with a large enough effect; inconclusive = small, poorly fitted or top-dose-only effect; inactive = no such curve, though single readings can be large or run the other way; tested in mouse RAW 264.7 cells; note: potency is the fitted concentration of half-maximal effect; nearly all actives have a fitted effect of over 55% in size
# USP2a block – inhibitors of human ubiquitin-specific protease USP2a | 330,000 compounds, 0.01% hits | Potency, µM (titrated, usually from 38.3 µM), inactives show at the top dose activity change, negative = inhibition, hits mostly inhibitors | O75604 | USP2 core, Ub-CHOP2 coupled fluorogenic reporter, 485/531 | AID 463254;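 note: potency is the fitted concentration of half-maximal effect; plate controls were DMSO wells for no effect and full inhibition by NEM control for full effect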
#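 USP2 core (10nM final) preincubated 30min RT with compound in 20mM Tris-HCl pH 8.0, 2mM CaCl2, 2mM beta-mercaptoethanol, 0.05% CHAPS; 25nM Ub-CHOP2 plus 25nM reporter substrate added, fluorescence (Ex485/Em531) read after 60min.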
# hERG WT inh – KCNH2 (human, wildtype) channel inhibition. Q12809. U2OS, BacMam KCNH2, thallium flux FluxOr; active compounds read low. activity change, % at 1.84 µM. 340,000 compounds, 0.37% hits. AID 720551;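 active = maximum activity change below -70%; inconclusive = maximum activity change between -70% and -50%; inactive = maximum activity change above -50%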
#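 U2OS cells were transduced with wild-type KCNH2 virus (2.03 x 10^8 / mL) for 4 h at room temperature, then cultured overnight at 37 C. Thallium flux was read with FluxOr dye. Rate constants were normalized to DMSO controls.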
# Giardia kill – Giardia lamblia killing; Giardia lamblia trophozoite viability; activity change, % at 7.66 µM, hits read low; 340,000 compounds, 0.15% hits; AID 540267; in the data active = activity change below about -80%; inconclusive = between about -30% and that limit;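 note: parasites exposed to compound for two days anaerobically before the ATP read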
#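 Luminescence from cellular ATP indicates surviving trophozoites (100 cells/well) following 48 hrs anaerobic compound treatment at 37 deg C; signal develops 15-30 min at room temperature.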
# FBPA coupling cs – inhibits coupling enzyme system, counter-screen for aldolase hits | activity change, negative = inhibition, % at 58.2 µM, hits read low | 290,000 compounds, 0.67% hits | coupling enzyme system counterscreen, AmpLite Red fluorescence | AID 2472; in the data active = activity change below about -30%
#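 Coupling enzymes only (glyceraldehyde-3-phosphate) + compound, at 57.5 uM final, 10 min RT; add substrate/coupling/AmpLite Red mix, 20 min RT; fluorescence ex 525/em 598 nm. Actives flag coupling-system interference.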
# KCNH2 3.1 inh – inhibitors of human KCNH2 3.1 potassium channel isoform; U2OS KCNH2 3.1, thallium flux FluxOr; active compounds read low; activity change, % (tested at about 1.8 µM); 340,000 compounds, 0.95% hits;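 active = maximum activity change below -70%; inconclusive = maximum activity change from -70% to -50%; inactive = maximum activity change above -50%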;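 note: thallium influx rate constant from kinetic fluorescence after stimulation buffer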
#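 Channel expression came from 3.1 mutant virus (1.77 x 10^8 /mL) applied to suspended U2OS cells for 4 h. Flux was tracked with FluxOr dye plus Red40 quencher, and kinetic rate constants normalized to controls.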
# Eya2 inh – inhibitors of human Eya2 phosphatase activity; Potency, µM (series often up to 76.9 µM), for inactives: at the highest dose activity, negative = inhibition, actives largely listed as inhibitors; O00167; recombinant Eya2, OMFP fluorescence dephosphorylation (OMFP is methylfluorescein phosphate); 330,000 compounds, 0.006% hits; note: potency is the fitted concentration of half-maximal effect
#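 Eya2 (0.2 uM) preincubated 10 min at ambient with compound, then OMFP substrate added at 50 uM; 10 min reaction in 50 mM HEPES pH 7.5, 50 mM NaCl, 5 uM MgCl2, 0.05% BSA, 1 mM DTT. Fluorescence read at Ex 485/Em 525 nm.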
# B2AR arrestin – agonists driving beta-arrestin recruitment to human beta2-adrenergic receptor; P07550; beta-arrestin recruitment to beta2AR, cell-based reporter; Potency, µM (titrated, usually from 46.1 µM), for the others: at the top dose activation, most hits filed as activators; 330,000 compounds, 0.02% hits; AID 492947;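 note: potency is the fitted concentration of half-maximal effect; 0% = DMSO controls and full agonism = EC100 isoproterenol or metaproterenol; nearly all actives have a fitted effect of over 65% in size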
# GALK inh – galactokinase (human) inhibition. Purified GALK, Kinase-Glo residual ATP luminescence. Potency, µM (highest dose often 57.5 µM), inactives show at the top dose activity change, negative = inhibition, usual class: inhibitors. 270,000 compounds, 0.007% hits; note: potency is the fitted concentration of half-maximal effect
# Target sequence (P51570 whole entry, looked up): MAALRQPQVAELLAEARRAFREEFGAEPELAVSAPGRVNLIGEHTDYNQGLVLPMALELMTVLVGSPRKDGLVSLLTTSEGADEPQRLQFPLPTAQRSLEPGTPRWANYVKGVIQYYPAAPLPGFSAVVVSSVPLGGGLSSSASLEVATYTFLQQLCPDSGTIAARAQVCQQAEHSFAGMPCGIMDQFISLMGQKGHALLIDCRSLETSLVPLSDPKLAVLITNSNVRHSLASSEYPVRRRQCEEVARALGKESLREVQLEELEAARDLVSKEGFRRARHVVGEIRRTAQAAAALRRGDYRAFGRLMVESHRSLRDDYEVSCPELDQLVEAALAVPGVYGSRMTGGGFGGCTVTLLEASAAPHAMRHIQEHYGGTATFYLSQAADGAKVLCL
#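 GALK at 5 nM final was combined with compound, 35 uM ATP and 100 uM galactose in HEPES pH8.0 with MgCl2 and DTT. The reaction ran one hour at room temperature before luminescent ATP detection.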
# PKM2 activator – increases activity of human pyruvate kinase M2. purified PKM2, Kinase-Glo ATP luminescence, activation; response scale: 0% is enzyme alone, no compound. Potency, µM (doses to about 57.5 µM), for the others: at the highest dose activation, actives largely listed as activators. 260,000 compounds, 0.34% hits. AID 1631; note: potency is the fitted concentration of half-maximal effect; nearly all actives have a fitted effect of over 55% in size
# Target sequence (P14618 whole entry, looked up): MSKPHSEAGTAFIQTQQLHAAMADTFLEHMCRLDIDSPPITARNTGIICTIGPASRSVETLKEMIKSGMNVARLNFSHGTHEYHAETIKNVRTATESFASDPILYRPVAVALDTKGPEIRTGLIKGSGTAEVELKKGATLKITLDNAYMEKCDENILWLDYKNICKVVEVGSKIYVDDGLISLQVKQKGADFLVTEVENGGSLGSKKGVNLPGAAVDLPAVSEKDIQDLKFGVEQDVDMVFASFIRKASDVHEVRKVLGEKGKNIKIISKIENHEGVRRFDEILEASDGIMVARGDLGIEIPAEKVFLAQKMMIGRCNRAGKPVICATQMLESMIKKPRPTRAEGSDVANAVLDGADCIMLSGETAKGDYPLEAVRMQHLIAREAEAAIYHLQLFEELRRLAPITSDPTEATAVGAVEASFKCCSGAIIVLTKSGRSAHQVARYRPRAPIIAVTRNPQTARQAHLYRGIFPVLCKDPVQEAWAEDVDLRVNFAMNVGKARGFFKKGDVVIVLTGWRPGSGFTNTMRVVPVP
#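 Purified hPK-M2 (>95%) run at intermediate activity with 0.1 mM ADP and 0.5 mM PEP in 50 mM imidazole pH 7.2, KCl, MgCl2; 1 h room temperature. ATP formed read by Kinase-Glo luminescence; normalized to uninhibited and no-enzyme controls.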
# Starred values were filed as active, the others as inactive; ? = inconclusive; / = not tested or not shown. Unless noted, calls come from the whole dose curve; as a rule, active = well fitted curve in the direction sought with a large enough effect; inconclusive = small, poorly fitted or top-dose-only effect, or another doubt; inactive = no such curve, though single readings can be large; an effect the other way counts as inactive or inconclusive. Unless noted, % is set by controls: 0 for no effect and ±100 for the full control effect.
SMILES,BCR signal inh,uPA surface inh,USP2a block,hERG WT inh,Giardia kill,FBPA coupling cs,KCNH2 3.1 inh,Eya2 inh,B2AR arrestin,GALK inh,PKM2 activator
Cc1[nH]c2ccccc2c1C(=O)CSc1cccc[n+]1[O-],?,1.0%,-1.6%,2.8,-7.2,1.7,-7.6,-15.6%,-0.2%,-0.4%,0.3%
Cc1ccc(C(C)C)c(OCC(=O)NS(=O)(=O)c2ccc(Cl)cc2)c1,-0.5%,0.7%,-0.1%,10.3,0.8,/,/,-13.9%,-0.1%,5.5%,-8.5%
COc1ccc(C(CC(=O)NCCN2CCOCC2)NS(=O)(=O)c2ccc(C)cc2)cc1 (configuration not stated),11.1%,5.4%,-2.2%,10.2,16.5,2.1,11.5,-0.4%,-0.8%,2.7%,0.2%
Clc1cccc(CNCCNCc2cccc(Cl)c2)c1,3.0%,-8.2%,-0.1%,1.0,-13.0,-0.2,-4.7,10.6%,-0.9%,-0.2%,0.5%
CCn1c(=O)cc(SCC(=O)NCC2CCCO2)c2ccccc21 (configuration not stated),?,-10.1%,0.6%,-0.8,8.4,0.3,17.3,-22.6%,-0.3%,1.7%,-6.2%
O=C(c1cccs1)N1CCC(c2nc3ccccc3s2)CC1,-2.7%,/,-2.1%,11.1,3.4,2.7,9.6,-6.4%,-0.6%,6.1%,19.6%
CCCCCn1c(N2CCN(Cc3ccccc3)CC2)nc2c1c(=O)[nH]c(=O)n2C,?,-2.6%,1.5%,?,4.0,-0.4,-74.9*,9.8%,-0.3%,-0.6%,6.2%
O=C1CCc2cc(S(=O)(=O)NCCC(=O)NC3CCN(Cc4ccccc4)CC3)ccc2N1,?,1.3%,3.7%,-12.2,-9.2,1.3,6.7,13.0%,0.1%,-1.2%,2.1%
CC1=C(C(=O)OC(C)C)C(c2ccco2)NC(=O)N1 (configuration not stated),2.0%,3.0%,-2.9%,-12.4,0.3,-1.5,-1.2,8.9%,-0.2%,-1.3%,14.8%
Nc1nc2ccccc2n1CCOc1ccc(Cl)cc1,1.6%,0.8%,-2.5%,-17.8,-8.8,0.3,-84.2*,-15.5%,-0.1%,-2.9%,1.2%
COc1ccc2[nH]cc(CCNC(=O)Cc3ccc(Br)cc3)c2c1,-6.0%,-5.2%,-0.7%,-30.8,-17.3,1.7,-1.7,6.4%,-0.1%,-5.1%,-1.4%
CCN(CC)Cc1oc(CO)cc(=O)c1O,2.8%,2.2%,-1.1%,-5.6,1.1,-1.3,-8.2,10.6%,-0.2%,8.1%,-2.6%
Cn1c(=O)c2cc(S(=O)(=O)NCCC(=O)N3CC=C(c4ccccc4)CC3)ccc2n(C)c1=O,?,-8.7%,-1.0%,-8.1,-12.2,1.0,-16.4,-10.6%,-0.1%,-2.0%,2.7%
COc1cc(NC(=O)c2cc([N+](=O)[O-])ccc2N2CCOCC2)ccc1NC(=O)c1ccco1,?,0.7%,0.0%,3.0,6.0,/,-1.5,-14.0%,-0.2%,-2.7%,-2.0%
Cc1ccc(CNC(=O)/C=C/c2ccc(S(=O)(=O)NCc3ccco3)cc2)cc1,0.5%,-8.8%,-1.9%,5.6,9.9,-1.0,-7.4,0.4%,2.4%,-1.6%,-1.5%
O=C(Nn1c(-c2ccc(Br)cc2)nc2ccccc2c1=O)c1cccnc1,-14.0%,-7.0%,-1.5%,-1.4,3.0,3.2,-23.4,4.0%,0.5%,0.3%,2.8%
COC(=O)Cc1c(O)ccn(Cc2ccccc2OC)c1=O,5.1%,0.1%,1.8%,-2.9,-5.8,1.3,-5.6,9.6%,-0.4%,-0.6%,-3.9%
Cc1ccc(S(=O)(=O)NC(C(=O)N2CCOCCOCCOCCOCC2)c2ccccc2)cc1 (configuration not stated),-5.2%,-0.2%,-0.2%,2.9,-15.3,2.7,10.5,7.1%,-0.1%,6.9%,-1.9%
COc1cc(OC)cc(OCC(O)Cn2cnc(-c3ccccc3)c2)c1 (configuration not stated),-4.9%,-2.1%,0.3%,-12.9,15.0,0.8,-11.9,-23.8%,-0.1%,-3.3%,7.1%
C/C(=N\NC(=O)c1ccoc1C)c1cccnc1,?,-1.9%,1.8%,31.4,-16.6,0.9,5.7,-15.6%,-0.2%,0.3%,3.7%
COc1ccc2[nH]c(=O)c(CN(Cc3cccnc3)C(=S)NCC3CCCO3)cc2c1 (configuration not stated),-4.8%,-4.8%,-5.0%,3.6,-19.1,-1.9,13.9,-0.8%,-0.2%,-1.9%,6.1%
CCCc1nnc2n1N=C(c1ccc(OC)c(OC)c1)CS2,13µM*,?,1.7%,3.3,-26.1,1.9,6.3,-28.1%,-0.2%,-4.5%,-1.6%
COc1ccc(CCNc2nc(N3CCCCC3)nc(N3CCCCC3)n2)cc1OC,?,4.2%,-0.8%,-6.5,20.1,-0.9,24.6,-34.8%,-0.3%,-0.9%,-6.6%
CCOc1ccccc1N(CC(=O)NCCc1ccccc1)C(=O)CCC(=O)Nc1ccccn1,4.3%,-0.9%,5.1%,-5.3,-1.9,1.2,3.7,-2.7%,0.4%,0.2%,1.8%
CCCN(C(=O)c1cc(Cl)nc2ccccc12)C1CCS(=O)(=O)C1 (configuration not stated),-10.6%,2.1%,-1.1%,-6.0,-6.1,/,5.9,15.7%,-0.2%,/,/
COc1cc(/C=C2/SC(=S)N(CCC(=O)Nc3ccccc3)C2=O)cc(OC)c1OC,?,1.5%,3.6%,-2.3,6.7,/,3.0,0.4%,-0.1%,-1.6%,/
CCN(CC)C(=S)NC(=O)Cc1ccccc1,0.9%,-1.4%,-0.8%,-14.1,3.2,0.6,5.9,2.7%,0.0%,-0.3%,-6.0%
Cc1cc(OCC(=O)Nc2ccc(S(=O)(=O)N3CCN(C)CC3)cc2)ccc1Br,-8.1%,-4.1%,2.6%,14.6,-15.5,0.9,-9.4,-0.2%,-0.9%,-3.1%,-1.5%
CN(Cc1ccccc1F)C(=O)c1ccccc1Sc1ccccc1C#N,6.9%,-0.1%,-0.8%,0.0,-15.4,/,-2.0,-5.3%,0.2%,8.0%,-3.8%
Cc1ccc(C(=O)c2ccccc2C(=O)OCC(=O)N2C(C)CCCC2C)cc1 (configuration not stated),8.9%,-16.1%,0.8%,-7.2,-1.3,/,-2.1,15.3%,0.3%,/,/
Cc1ccc(S(=O)(=O)n2nc(-c3ccco3)nc2N)cc1,-24.8%,-11.2%,0.2%,5.0,-13.3,-2.0,-0.7,10.1%,3.7%,4.9%,5.9%
CCOc1ccc(S(=O)(=O)N(CC)CC(=O)N2CCOCC2)cc1C,-3.1%,-1.4%,0.6%,-2.2,-21.3,1.5,-7.6,0.0%,-0.2%,18.2%,-0.1%
O=C(CSc1nnc(-c2ccccn2)n1Cc1ccco1)c1ccccc1,-0.5%,1.6%,-5.8%,10.2,-13.7,-3.6,-30.4,6.4%,0.3%,5.3%,0.4%
CC(=O)N1SC(N)=NC1c1ccccc1 (configuration not stated),?,7.7%,2.3%,16.3,13.4,0.1,15.3,-10.9%,-0.4%,0.7%,3.1%
Nc1nc(-c2sc3nc4c(cc3c2N)CCCC4)nc(N2CCOCC2)n1,-0.6%,0.4%,0.0%,1.6,-22.1,2.1,-24.9,7.9%,0.4%,5.1%,-1.9%
COc1ccc(C(=O)/C=C/C(=O)N(Cc2ccccc2)C(C(=O)NC2CCCCC2)c2ccncc2)c(O)c1 (configuration not stated),?,-8.3%,0.5%,-12.6,4.3,-1.5,3.6,-17.8%,-0.2%,0.4%,-2.2%
Cc1nc2ccccn2c1-c1ccnn1S(=O)(=O)c1ccc(F)cc1,?,?,-0.1%,2.2,0.6,-16.2,-9.2,-8.9%,-0.5%,-0.5%,17.1%
CCOC(=O)c1sc2nc(C)nc(SC(C)C(=O)NC3CC3)c2c1C (configuration not stated),1.2%,13.3%,0.1%,7.4,?,/,1.7,7.6%,0.1%,/,/
COc1ccc(C(=O)OCCOc2ccccc2C(C)=O)c(O)c1,-2.2%,-3.5%,0.5%,2.2,-4.0,-1.6,17.1,14.3%,-0.2%,-7.6%,2.2%
O=C(O)c1ccc(COc2ccccc2[N+](=O)[O-])o1,1.9%,0.7%,2.1%,-11.8,-1.2,11.6,4.1,0.8%,-0.6%,2.4%,-19.4%
CCN(CC(=O)N1CCOCC1)S(=O)(=O)c1ccc(Cl)cc1,2.6%,0.1%,-0.2%,2.9,7.9,/,/,-0.5%,-0.8%,-3.4%,-1.8%
CC(=O)c1ccc(NC(=O)C2CC(=O)N(C(C)C)C2)cc1 (configuration not stated),2.6%,2.3%,4.1%,-3.4,-27.5,1.9,11.4,-0.9%,-0.2%,-1.8%,1.9%
